Vif-APOBEC3F blk: blocks the Vif interaction with APOBEC3F | HeLa A3F-eYFP + Vif (tagged APOBEC3F with the HIV-1 protein that degrades it), YFP fluorescence increase | AID 602313 | Potency, µM (series often up to 46.1 µM), for the others: at the highest dose activity, negative = active | hit rate 0.2% among 390,000; further: potency means the concentration at half of the fitted maximal effect; % of control where 0% means no effect; nearly all actives have a fitted effect of over 65% in size
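Fluorescence increase (Ex 488/Em 500-530) after overnight compound treatment at 37 deg C flags inhibition of Vif-driven A3F-eYFP loss in stable HeLa A3F-eYFP/Vif cells seeded overnight beforehand.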
D2 agonist: agonists of human D2 dopamine receptor; P14416; HEK293 T-REx D2 cells, calcium flux agonist mode; activation, % at 2 µM; hit rate 0.53% among 340,000;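 active means activation over 3 SD above normal in the single-dose calcium agonist read, cut at about 30% in these data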; further: 0% is about no effect
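Agonism is scored from calcium flux in a force-coupled, inducible HEK293 cell line expressing D2, read kinetically for 180 s after compound addition against dopamine controls.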
D2 antag: antagonizes the human D2 dopamine receptor. inhibition, % at 10 µM. HEK293 TREx D2 cells, calcium flux, dopamine EC80. P14416. hit rate 2% among 340,000; in the data active means inhibition above about 30%; further: 0% is about no effect
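Read-out: kinetic calcium fluorescence (1 cycle/s) in inducible HEK293 T-REx D2 cells after an EC80 dopamine addition that followed 180 s compound preincubation. Loss of the dopamine response indicates antagonism.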
Vif-APOBEC3G blk: Vif-A3G binding inhibition. Q9HC16. HeLa A3G-eYFP + Vif (tagged APOBEC3G with the HIV-1 protein that degrades it), YFP fluorescence, overnight. Potency, µM (doses to about 46.1 µM), for the others: at the top dose activity, negative = active, hits mostly inhibitors. hit rate 0.076% among 410,000. AID 602310;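 further: potency means the concentration at half of the fitted maximal effect; on the % scale 0 is the no-effect control and ±100 the full control effect; nearly all actives have a fitted effect of over 60% in size; hits raise eYFP signal because A3G escapes Vif-driven loss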
Target sequence (Q9HC16 whole entry, looked up): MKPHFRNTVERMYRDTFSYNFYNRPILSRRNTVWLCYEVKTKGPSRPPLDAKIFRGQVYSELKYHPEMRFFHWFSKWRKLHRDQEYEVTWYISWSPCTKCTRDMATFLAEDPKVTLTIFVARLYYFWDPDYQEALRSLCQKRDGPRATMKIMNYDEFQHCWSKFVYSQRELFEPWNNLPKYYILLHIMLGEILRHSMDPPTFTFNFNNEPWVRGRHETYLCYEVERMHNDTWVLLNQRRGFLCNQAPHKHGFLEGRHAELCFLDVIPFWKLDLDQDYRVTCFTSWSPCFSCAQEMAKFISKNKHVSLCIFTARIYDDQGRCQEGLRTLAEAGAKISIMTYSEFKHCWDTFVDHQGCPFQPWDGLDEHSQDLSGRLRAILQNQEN
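Read-out is eYFP fluorescence (Ex 488/Em 500-530) from Vif-expressing HeLa A3G-eYFP cells; more signal means A3G escaped Vif-mediated degradation. Cells plated overnight, compound pinned in, incubated overnight at 37 deg C.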
Glioma ERSR ind: induces the endoplasmic reticulum stress response in human glioma cells; hit rate 0.02% among 420,000; Potency, µM, without a hit: at the highest dose activation, hits mostly activators; U87-MG GRP78 promoter luciferase reporter, 16 h; further: potency means the concentration at half of the fitted maximal effect; series mostly up to about 76 µM; % of control where 0% means no effect; nearly all actives have a fitted effect of over 35% in size
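Stably transfected U87-MG human glioma cells carrying a GRP78-based luminescent sensor were seeded at 1000 cells/well, pin-dosed with compounds and incubated 16 h. Luciferase reagent was then added, and end-point luminescence was read after 10 min at room temperature.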
RGS4 inh: blocks human RGS4-accelerated GTP hydrolysis; hit rate 0.039% among 390,000; Potency, µM (highest dose often 114 µM), for the others: at the top dose activity change, negative = inhibition, most hits filed as inhibitors; Transcreener GDP fluorescence polarization, RGS4-accelerated GTP hydrolysis; further: potency means the concentration at half of the fitted maximal effect; on the % scale 0 is the no-effect control and ±100 the full control effect; nearly all actives have a fitted effect of over 75% in size; some results filed as inactive show a strong effect at the top dose
Target sequence (P49798 whole entry, looked up): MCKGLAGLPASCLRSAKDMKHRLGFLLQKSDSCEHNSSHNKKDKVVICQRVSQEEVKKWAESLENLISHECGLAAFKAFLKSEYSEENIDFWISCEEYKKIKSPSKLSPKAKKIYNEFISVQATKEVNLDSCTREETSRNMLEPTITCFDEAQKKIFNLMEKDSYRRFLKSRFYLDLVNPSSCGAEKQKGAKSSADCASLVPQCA
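MLSMR compounds (23 nl, pin-transferred) preincubated 10 min at room temperature with a 500nM (2x) first reagent, then RGS4 at 900nM (2x) plus Transcreener GDP mix added; fluorescence polarization (620/688 nm) read before and after 90 min at 30 °C.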
LDHA inh: blocks human lactate dehydrogenase A; purified LDHA, NADH/diaphorase-resazurin fluorescence; active compounds read low; activity change, % (values are at about 110 or 230 µM); hit rate 0.15% among 480,000; AID 1347041; in the data active means activity change below about -30%; inconclusive means mostly about -25% to -30%;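 further: plate controls were DMSO wells for no effect and wells without enzyme for full effect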
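Enzyme activity of human lactate dehydrogenase 5 (2 nM; 0.06 mM NADH, 0.2 mM pyruvate, 5 min, RT) is measured via a resazurin/diaphorase fluorescence readout of residual NADH.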
ALOX12 inh: inhibitors of human 12S-lipoxygenase ALOX12; P18054; purified 12hLO, xylenol orange hydroperoxide absorbance; Potency, µM (doses to about 108 µM), without a hit: at the top dose activity change, negative = inhibition, hits mostly inhibitors; hit rate 1.1% among 580,000; further: potency means the concentration at half of the fitted maximal effect; on the % scale 0 is the no-effect control and ±100 the full control effect
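Hydroperoxide product was detected by ferrous iron/xylenol orange as the 573 to 405 nm absorbance ratio. Arachidonic acid at 40 uM (final) was turned over for 30 min at room temperature by 150 nM human 12hLO, pH 7.0 Hepes buffer, after 15 min compound preincubation.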
ERG Ets-DNA blk: ERG Ets/DNA interaction inhibition; Potency, µM (series often up to 76.9 µM), for inactives: at the highest dose FP activity, negative = inhibition, actives largely listed as inhibitors; AID 624246; hit rate 0.028% among 370,000; P11308; fluorescence polarization, His-ERG Ets domain / labelled DNA; active means well fitted inhibition curve with a large enough effect in the polarisation, with a control signal flat; inconclusive means small, poorly fitted or top-dose-only effect, or effect the other way, or a change in a side signal; inactive means no such curve, though single readings can be large or run the other way; the % refers to the polarisation;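 further: polarization taken with two DNA probes labelled with fluorescein and Texas red; potency means the concentration at half of the fitted maximal effect; % of control where 0% means no effect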
Target sequence (P11308 whole entry, looked up, the tested form may be a part): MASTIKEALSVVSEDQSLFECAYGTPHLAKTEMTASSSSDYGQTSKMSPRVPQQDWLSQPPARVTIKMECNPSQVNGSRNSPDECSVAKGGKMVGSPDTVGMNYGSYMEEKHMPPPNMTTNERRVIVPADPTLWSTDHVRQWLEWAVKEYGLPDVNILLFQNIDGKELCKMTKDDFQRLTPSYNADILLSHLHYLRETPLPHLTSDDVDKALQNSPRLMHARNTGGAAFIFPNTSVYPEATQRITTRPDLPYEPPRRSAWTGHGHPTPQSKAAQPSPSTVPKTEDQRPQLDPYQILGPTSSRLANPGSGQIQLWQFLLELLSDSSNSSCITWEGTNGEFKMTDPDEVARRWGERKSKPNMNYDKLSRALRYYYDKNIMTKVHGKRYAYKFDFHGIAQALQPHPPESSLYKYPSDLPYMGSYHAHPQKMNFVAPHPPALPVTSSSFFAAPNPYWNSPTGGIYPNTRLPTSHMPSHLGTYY
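His-tagged ERG Ets domain (1 uM in the protein solution; 300mM KCl, 50mM Tris-HCl, 1mM EDTA, 1mM DTT, pH 7.5) received compound, then a probe mix of 5 nM fluorescein-DNA and 100nM Texas-615-DNA. Fluorescence polarization was read for both dyes.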
* hit, by the source's call; ? = inconclusive; . = not tested or not shown; [ ] = another dose, or the depositor's remark. Unless noted, the call rests on the fitted dose curve; in most records, active means well fitted curve in the direction sought with a large enough effect; inconclusive means small, poorly fitted or top-dose-only effect, or another doubt; inactive means no such curve, though single readings can be large; an effect the other way counts as inactive or inconclusive. An excerpt; count on the stated rates, not on these rows.

A first look, 3 compounds:
SMILES	Vif-APOBEC3F blk	D2 agonist	D2 antag	Vif-APOBEC3G blk	Glioma ERSR ind	RGS4 inh	LDHA inh	ALOX12 inh	ERG Ets-DNA blk
O=C(c1oc(=O)c2ccccc2c1-c1ccccc1)N1CCOCC1	1.1%	.	.	1.9%	-4.4%	-19.0%[11.4 µM]	0.2	0.0%	-6.9%
C#CCOCCOCCOCCNc1nc(N2CCN(C(=O)C([C@@H](C)CC)n3cc(C(N)COC(=O)C(F)(F)F)nn3)CC2)nc(N2CCN(C(=O)C([C@@H](C)CC)n3cc(C(N)CC(C)C)nn3)CC2)n1 (stereo partly drawn)	-0.2%	.	.	1.8%	0.0%	-5.5%	1.4	?	0.5%
Cc1nn2c(=O)cc(COC(=O)C(c3ccccc3)c3ccccc3)nc2s1	0.5%	0.8	.	3.8%	-2.1%	3.3%	-5.2	?	0.9%

The listing (from the top)
SMILES	Vif-APOBEC3F blk	D2 agonist	D2 antag	Vif-APOBEC3G blk	Glioma ERSR ind	RGS4 inh	LDHA inh	ALOX12 inh	ERG Ets-DNA blk
O=C(c1oc(=O)c2ccccc2c1-c1ccccc1)N1CCOCC1	1.1%	.	.	1.9%	-4.4%	-19.0%[11.4 µM]	0.2	0.0%	-6.9%
C#CCOCCOCCOCCNc1nc(N2CCN(C(=O)C([C@@H](C)CC)n3cc(C(N)COC(=O)C(F)(F)F)nn3)CC2)nc(N2CCN(C(=O)C([C@@H](C)CC)n3cc(C(N)CC(C)C)nn3)CC2)n1 (stereo partly drawn)	-0.2%	.	.	1.8%	0.0%	-5.5%	1.4	?	0.5%
Cc1nn2c(=O)cc(COC(=O)C(c3ccccc3)c3ccccc3)nc2s1	0.5%	0.8	.	3.8%	-2.1%	3.3%	-5.2	?	0.9%
CCCCSc1nc(C)c(CC(=O)O)c(=O)[nH]1	-0.4%	0.3	-6.8	-3.4%	-2.9%	14.3%	-6.6	6.0%	-10.8%
Cc1ccc(-c2cnc(C(O)c3cc(F)cc(Cl)c3)[nH]2)cc1 (stereo not drawn)	.	.	.	-25.2%	-3.1%	.	0.8	-23.0%	.
Cc1ccccc1-c1nnc2c3ccccc3c(C)nn12	0.5%	1.4	5.9	-3.2%	6.4%	-20.0%	-0.7	-2.1%	-7.2%
COc1ccc(-c2cn3nc(N4CCC(C(=O)NCc5cccc(Cl)c5)CC4)sc3n2)cc1	2.8%	.	.	2.3%	1.8%	-8.4%	0.9	-18.8%	-3.6%
O=C1c2ccncc2C(=O)N1C1CCCCC1	-11.1%	-0.2	-1.4	-0.2%	-1.5%	27.3%	-2.0	-16.7%	5.7%
S=C(Nc1ccc(CN2CCCCC2)cc1)Nc1cccc(Cl)c1Cl	3.1%	2.1	26.0	0.8%	-5.0%	-48.2%	-10.1	0.0%	-2.9%
CC(c1nnc(SCC(=O)NC(=O)NCc2ccco2)n1-c1ccc(Cl)cc1)N(C)C (stereo not drawn)	-12.2%	-0.2	17.8	-7.8%	-0.2%	-4.0%	-0.4	-17.5%	.
Cc1ccc(-c2nnn(CC(=O)N(c3cnc4ccccc4c3)C(C(=O)NC3CCCC3)c3ccncc3)n2)o1 (stereo not drawn)	?	2.4	-2.4	3.1%	0.0%	-31.6%	-7.8	?	-7.8%
COC(CNC(=O)c1cn(C)c2ccc(S(=O)(=O)N(C)C3CCCCC3)cc2c1=O)OC	10.7%	0.6	9.7	0.9%	-2.9%	67.5%[activator]	-9.6	-4.5%	0.4%
COc1ccc(C2Nc3ccccc3C(=O)N2NC(C)=O)c(OC)c1 (stereo not drawn)	-9.3%	-0.3	0.9	0.3%	-0.1%	-9.5%[56.9 µM]	0.2	8.5%	1.4%
Cc1ccc(C(=O)NC2CCS(=O)(=O)C2)cc1S(=O)(=O)N1CCCC1 (stereo not drawn)	6.5%	-0.2	5.5	-0.7%	-4.9%	-2.8%	-8.2	8.4%	-1.5%
COc1ccc(C2C3=C(CCCC3=O)N(CC(=O)O)C3=C2C(=O)CCC3)cc1Br	-0.3%	.	.	-0.4%	-1.1%	.	6.4	?	.
O=C1/C(=C/c2ccco2)SC(=S)N1c1cccnc1	-3.7%	.	.	2.9%	-0.9%	?	12.7	39.8µM*	44.8%[activator]
Oc1ccccc1C(Nc1nccs1)c1ccc2cccnc2c1O (stereo not drawn)	?	-0.2	-13.7	?	-7.3%	2.8%	4.1	-9.0%	2.2%
COc1ccc(Cl)cc1Nc1nc(Cl)nc(NCCO)n1	0.9%	.	.	-1.1%	-3.6%	.	-4.8	?	.
COc1cc(C(c2sc3nc(C)nn3c2O)N2CC(C)CC(C)C2)cc(OC)c1OC (stereo not drawn)	-4.8%	-0.5	-3.1	0.0%	3.5%	-12.8%	-1.7	24.5%	-8.0%
C=CCNC(=S)NNC(=O)c1ccc2c(c1)OCO2	2.3%	1.0	28.4	-6.1%	0.5%	-14.5%	-1.5	-42.8%	0.0%
O=S(=O)(NCc1ccccc1Cl)c1cccs1	-5.6%	0.2	-10.8	-4.0%	6.2%	4.2%	-10.5	-29.1%	6.2%
Cc1cc(C)c(OCC(=O)OCC(=O)N(C)C2CCS(=O)(=O)C2)c(C)c1 (stereo not drawn)	-14.3%	0.2	15.6	-2.0%	-2.3%	2.2%	-3.0	0.6%	-6.9%
Cc1cc(=O)oc2c3c(cc(OCC(=O)NC(Cc4ccc(Cl)cc4)C(=O)O)c12)OC(C)(C)CC3 (stereo not drawn)	-2.4%	-0.7	35.9*	5.0%	-0.3%	3.3%	5.0	-16.2%	1.0%
c1nc2sc3c(c2c2nnnn12)CCC3	1.3%	0.6	20.9	-1.6%	-3.0%	-34.6%	-1.8	?	2.2%
Cc1ccc(C(=O)CSc2nnc(-c3c[nH]c4ccccc34)o2)cc1	-2.1%	0.7	16.3	-11.1%	-2.8%	-9.5%	-3.6	-14.8%	4.7%
Cc1ccc(S(=O)(=O)N/N=C\c2cn(-c3ccccc3)nc2-c2ccccc2)cc1	-1.3%	2.5	3.9	0.5%	9.9%	-7.7%	-0.2	-24.8%	.
CCCCc1nn2c(=O)cc(COC(=O)CNC(=O)c3ccccc3C)nc2s1	-15.1%	0.0	.	-3.5%	-0.5%	-2.0%	-3.9	-21.1%	0.4%
COc1ccc(C(c2nnnn2C(C)(C)C)N2CCN(c3nc4ccccc4s3)CC2)cc1OC (stereo not drawn)	-8.5%	1.1	5.3	-0.1%	-6.9%	-2.3%[11.4 µM]	-0.9	-6.1%	1.8%
NC(=O)c1ccc(N=Cc2c(O)ccc3ccccc23)cc1	5.5%	.	.	-0.5%	-7.5%	?	6.0	-15.9%	4.1%
COc1cc(/C=C2\SC(N)=NC2=O)ccc1OCC(=O)Nc1ccccc1C	?	0.2	23.7	-13.5%	6.6%	-36.9%	-13.0	15.6%	12.6%
O=C(Nc1ccc(N2CCN(C(=O)c3ccco3)CC2)cc1)c1ccc(F)cc1	-2.3%	0.0	0.8	4.1%	-1.4%	-3.4%	0.4	0.0%	-22.6%
COc1ccccc1NS(=O)(=O)c1cc([N+](=O)[O-])ccc1N/N=C/c1c(C)[nH]c2ccccc12	?	19.3	-25.6	?	-3.8%	1.6%	-3.1	0.5%	-2.8%
COc1ccc(OCc2cc(C(=O)NC(C)c3csc(C)n3)no2)c(Cl)c1 (stereo not drawn)	3.9%	0.8	-11.7	1.2%	8.2%	-8.4%	-3.4	-8.0%	-15.6%
CCOc1ccc(-n2nnnc2SCC(=O)Nc2ccc(NC(C)=O)cc2)cc1	-2.4%	-0.3	-5.8	4.7%	-2.0%	-1.5%	-1.2	-65.2%	8.8%
CCN(CC)CCn1c2ccccc2c2nc(C)sc21	-3.7%	-0.9	3.2	5.8%	-1.6%	-30.8%	-1.6	?	6.4%
O=C(NCCOc1ccccc1)N1[C@H]2CC[C@@H]1C=C(c1ccc(F)cc1OCc1ccccc1)C2	-4.6%	.	.	-2.5%	-2.4%	.	-8.2	-8.8%	.
Cc1ccc(C2(C)NC(=O)N(CC(=O)Nc3cc(S(=O)(=O)N4CCOCC4)ccc3C)C2=O)cc1 (stereo not drawn)	-8.7%	1.1	-1.6	-0.7%	-1.9%	16.2%	-0.3	-23.9%	-0.1%
CC(C)Cn1c(N)c(C(=O)NCc2cccs2)c2nc3ccccc3nc21	0.8%	4.5	-5.0	-19.1%	-15.0%	-27.4%	6.9	?	4.3%
NCC(c1ccccc1Cl)c1c[nH]c2ccccc12 (stereo not drawn)	-2.6%	1.7	10.8	1.7%	-5.4%	-5.9%	-2.2	-13.0%	-6.2%
Cc1ccc(C)c(NC(=O)CN2C(=O)C3CC=CCC3C2=O)c1 (stereo not drawn)	0.5%	.	.	-10.8%	-4.1%	.	-1.7	-14.3%	.
NC1=NC(=O)C(Cc2cccc(Cl)c2)S1 (stereo not drawn)	-7.3%	-0.1	-7.4	-3.6%	-4.7%	-9.7%	-1.6	-0.5%	-3.1%
Cc1ccc(NC(=O)COc2cccc(-n3cnnn3)c2)cc1S(=O)(=O)N1CCOCC1	9.9%	0.4	-17.6	2.1%	-2.6%	23.0%	-5.8	-2.9%	-10.8%
Cc1ccnc(-n2c(C)cc(C=O)c2C)c1	1.8%	-1.7	-11.7	1.1%	-2.5%	3.8%[11.4 µM]	4.2	-5.9%	10.3%

Compound activity: PubChem BioAssay, National Center for Advancing Translational Sciences (NCATS)
